Source: PubChem BioAssay
MmCpn inh: inhibitors of Methanococcus maripaludis chaperonin (MmCpn) | purified Mm-Cpn ATPase, ADP Transcreener TR-FRET | Potency, µM (top dose mostly 76.9 µM), without a hit: top-dose activity, negative = inhibition, hits mostly inhibitors | actives 0.031% (n = 330,000); note: potency is the fitted concentration of half-maximal effect; % is set by controls: 0 for no effect and ±100 for the full control effect; nearly all actives have a fitted effect of over 80% in size
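Reaction buffer contained 30 mM Tris pH 7.4, 100 mM KCl, 5 mM MgCl2 and 1 mM DTT. Mm-CPN (25 nM final) hydrolysed 10 uM ATP over 30 min at 37°C; ADP was read by HTRF.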
pAkt inh: blocks phosphorylation of Akt | activity change, % for hits at 50 µM | Neuro2A IGF-stimulated pAkt S473 HTRF, 20 min; hits give low values | actives 0.32% (n = 360,000); in the data active = activity change below about -80%; inconclusive = mostly about -51% to -80%; note: % is set by controls: 0 for no effect and ±100 for the full control effect
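Neuro2A cells (4,500/well, DMEM with 0.5% FBS) were treated with compound at a single 50 µM final concentration, stimulated with 6 nM IGF for 20 min at 37 °C, and lysed. Phospho-Akt Ser473 was read by HTRF as 665/615 ratio ×10^4.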
ATXN viability: cell viability loss in ATXN counter-screen; S2 cells (HEK-293 line with an ATXN2-luciferase reporter) viability, CellTiter-Fluor protease fluorescence, 24 h; Potency, µM (top dose mostly 56.7 µM), usual class: cytotoxic; actives 0.49% (n = 400,000); AID 651635; note: potency is the fitted concentration of half-maximal effect; nearly all actives have a fitted effect of over 40% in size
Nrf2 inh: inhibitors of Nrf2 signaling; A549 ARE-Fluc reporter, luciferase luminescence, 18-24 h; Potency, µM (highest dose often 46 µM), without a hit: at the top dose activity change, negative = inhibition, hits mostly inhibitors; actives 2.1% (n = 360,000); AID 504444; note: potency is the fitted concentration of half-maximal effect; % is set by controls: 0 for no effect and ±100 for the full control effect; nearly all actives have a fitted effect of over 60% in size
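Nrf2 activity is the BugLite luminescence, read 15 min after reagent at room temperature, following CellTiter-Fluor cytotoxicity readout (30 min, 37C). Compound titrations were applied for 18-24 h to 5000 A549 ARE_Fluc cells/well in 5% FBS OPTI-MEM.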
HepG2 viability: counter-screen for TGF-b inhibitors: cytotoxicity in HepG2 cells; AID 588856; HepG2 CAGA-GFP viability, ATP luminescence, 18 h; actives 0.76% (n = 410,000); Potency, µM (top dose mostly 46.1 µM), inactives show at the top dose activity change, negative = cytotoxicity, actives largely listed as cytotoxic; note: potency is the fitted concentration of half-maximal effect; some results filed as inactive show a strong effect at the top dose
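CellTiter-Glo luminescence gave cytotoxicity after 18 hours at 37 degrees C. The cells were HepG2 CAGA-GFP in 1% FBS DMEM, stimulated with 500 pg/mL TGF-beta after compound addition. %Activity was normalised to no-cell wells (complete cell-killing) and DMSO (no toxicity), and curves were fitted and classified.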
TGFb inhibitor: blocks TGF-b signaling; HepG2 CAGA-GFP TGF-b/SMAD3 reporter, GFP fluorescence, 18 h; TGF-beta stimulated, 500 pg/mL final; Potency, µM (series often up to 46.1 µM), for the others: at the top dose activity, negative = inhibition, hits mostly inhibitors; actives 1.2% (n = 410,000); AID 588855; note: potency is the fitted concentration of half-maximal effect; % is set by controls: 0 for no effect and ±100 for the full control effect; nearly all actives have a fitted effect of over 65% in size
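Inhibition was scored as loss of TGF-beta-induced (500 pg/mL final, 18 hours, 37 degrees C) GFP in HEPG2 cells carrying a CAGA-GFP reporter, in DMEM with 1% FBS. Well GFP was summed per cell; Activity was normalised to unstimulated and stimulated DMSO wells, then concentration-response fitting.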
CCT chaperon mod: cytosolic chaperonin activity modulation; actives 0.3% (n = 360,000); activity change, % (test concentration not listed), hits read low; purified chaperonin ATPase assay, HTRF ADP detection, 30 min; in the data active = activity change below about -30%; note: % is set by controls: 0 for no effect and ±100 for the full control effect
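TRiC at 40 or 20 nM final (batch-dependent) in 30 mM Tris pH 7.4, 100 mM KCl, 5 mM MgCl2, 1 mM DTT, with compound at single 76 uM and 10 uM ATP, 30 min at 37 deg C. ADP detected by HTRF Transcreener, 665/615 ratio.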
Nrf2 activator: Nrf2 pathway activation; actives 0.31% (n = 410,000); Potency, µM (titrated, usually from 46.1 µM), without a hit: top-dose activation, usual class: activators; AREc32 ARE-luciferase reporter (MCF7-derived line), luminescence, 24 h; note: potency is the fitted concentration of half-maximal effect; % of control where 0% means no effect; nearly all actives have a fitted effect of over 65% in size
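Each well held 1000 AREc32 cells, which were incubated with compound for 24 hr at 37 deg C after overnight attachment, and ARE reporter activity was quantified by firefly luciferase luminescence.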
A549 tox: A549 cytotoxicity, counter-screen for Nrf2 inhibitors; actives 0.16% (n = 390,000); A549 ARE-Fluc cells, CellTiter-Fluor viability, 18-24 h; Potency, µM (highest dose often 46 µM), without a hit: at the highest dose activity change, negative = cytotoxicity, most hits filed as inhibitors; note: potency is the fitted concentration of half-maximal effect; % is set by controls: 0 for no effect and ±100 for the full control effect
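Cytotoxicity counterscreen: CellTiter-Fluor fluorescence was measured in A549 ARE_Fluc cells after 18-24 h of compound exposure in a concentration series. The subsequent BugLite luminescent read reports ARE-luciferase activity.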
Active calls of the source: *; i = inactive; u = inconclusive; x = no result given; & = joins results of further samples; [ ] = dose if it differs, or a comment. Unless noted, calls come from the whole dose curve; as a rule, active = well fitted curve in the direction sought with a large enough effect; inconclusive = small, poorly fitted or top-dose-only effect, or another doubt; inactive = no such curve, though single readings can be large; an effect the other way counts as inactive or inconclusive.

Molecule,Nrf2 activator,A549 tox,ATXN viability,pAkt inh,TGFb inhibitor,HepG2 viability,MmCpn inh,Nrf2 inh,CCT chaperon mod
O=C(Nc1ccc(F)c(Cl)c1)N1CC=C(c2c[nH]c3ccccc23)CC1,8.6%,0%,x,x,19%,-82%,x,u,x
CN(C)S(=O)(=O)c1ccc(C(=O)N2CCN(S(=O)(=O)c3cccs3)CC2)cc1,0.4%,-4%,u,i,u,-2%,-5%,0%,-0.9
COc1ccc(S(=O)(=O)NCc2ccccn2)cc1NC(=O)c1ccccc1F,0.4%,-25%,i,i,-29%,-16%,-5%,22%,-2.5
COc1ccc(NC(=O)Nc2ccc(N3CCCC3=O)cc2)cc1OC,-0.7%,0%,i,i,-12%,12%,0%,-30%,-4.2
CC(=O)NC(C)c1cc(Cl)c2cccnc2c1O (stereo not drawn),-1.2%,-2%,6.3µM*,x,7.1µM*,8.9µM*,4%&0%,-14%,x
COc1ccc(CNC(=O)Cn2nnc(-c3ccc(S(C)(=O)=O)cc3)n2)cc1,-0.1%,0%,x,x,1%,-5%,x,-5%,x
C/C(=N\NC(=O)Cc1ccc(Cl)cc1)c1ccccn1,u,2.3µM*,5.6µM*,i,4µM*,-58%,1%,3.3µM*,-1.6
CC(=O)Nc1ccc2nc(NC(=O)c3cccs3)sc2c1,5.1%,1%,i,i,8%,-123%,-2%,u,-2.0
Cc1c(Cl)cn2c(=O)cc(CN3CCN(c4ccccc4)CC3)nc2c1Cl,0.2%,-5%,i,i,-5%,-2%,-1%,u,-4.9
CSc1cccc(NC(=O)CCn2c(=O)c3cccn3c3cccnc32)c1,14%,-7%,u,i,-7%,-5%,1%,u,-1.2
CCN1CCN(c2cc(C)c3cc(NC(=O)c4cc(Cl)ccc4OC)ccc3n2)CC1,0.7%,3%,x,x,u,11µM*,x,12%[9.27 µM],x
O=c1c(-c2ccc(F)cc2)coc2cc(O)ccc12,-0.6%,3%,i,i,-9%,-27%,-1%,u,-1.2
COc1ccc(S(=O)(=O)NC(=O)C2(C)CCN2C(=O)Cc2ccccc2Cl)cc1OC (stereo not drawn),0.4%,x,i,i,3%,4%,x,x,-2.7
COc1cc(N)c2ncccc2c1Cl,0.4%,-2%,i,i,12%,-2%,x,-8%,-0.6
Cc1ccc(C)c(NC(=O)Cn2c(=O)n(-c3ccccc3C)c(=O)c3c2c2cc(C)ccc2n3C)c1,-2.0%,1%,i,x,-15%,-3%,x,10%,x
CCC(=O)N1COC[C@@H]1Cc1ccccc1,-0.1%,0%,i,i,2%,12%,0%,4%,-5.5
COC(=O)[C@@]1(C)[C@H]2C(=O)N(Cc3ccccc3)C(=O)[C@H]2[C@H]2CN=C(SCc3ccc(Cl)cc3)N21,0.4%,-3%,i,i,-16%,-20%,-1%,-10%,2.1
CC1=NN(c2nc3ccccc3s2)C(O)(C(F)(F)F)C1 (stereo not drawn),27%,0%,i,i,u,-88%,3%,17%,-1.9
CCSc1nnc(NC(=O)CC(C)C)s1,0.4%,-2%,i,i,3%,5%,-2%,-7%,-1.0
COC(=O)c1cc(NC(=O)CCc2c(C)nc3nc(C)nn3c2C)cc(C(=O)OC)c1,-0.3%,-1%,i,x,-8%,-6%,x,4%,x
Cc1cccc(C)c1NC(=O)CSCc1cnn(-c2ccccc2)c1-n1cccc1,-0.7%,-10%,x,x,u,-16%,x,u,x
CN(CC(=O)N(CCO)Cc1ccccc1)S(=O)(=O)c1ccc2c(c1)c(=O)n(C)c(=O)n2C,-0.5%,5%,i,i,2%,-34%,0%,-7%,0.8
C[C@H](CO)N1C[C@H](C)[C@@H](CN(C)C(=O)Nc2ccccc2)Oc2ccc(NS(=O)(=O)c3ccc(F)cc3)cc2C1=O,-1.3%,0%,i,i,1%,1%,-1%,3%,-0.5
O=C(NC1CCCCC1)c1cc2cc(Br)ccc2o1,0.5%,1%,i,i,0%,-20%,-3%,u,0.0
CCn1c(C2CCN(Cc3ccccc3)CC2)n[nH]c1=S,2.0%,2%,i,i,1%,-10%,0%,-21%,-1.2
NS(=O)(=O)c1ccc(CNC(=S)NC2CCCCC2)cc1,-0.9%,2%,i,i,-1%,-1%,1%,u,-3.0
CC(C)(C)C(=O)Cn1c(=O)n(-c2ccc(Cl)c(Cl)c2)c(=O)c2c3c(sc21)CCCC3,0.0%,-16%,i,x,2%,2%,x,u,x
Cc1ncsc1CCC(=O)N1CCCC(C(=O)c2cccc(Cl)c2)C1 (stereo not drawn),-0.9%,5%,i,i,u,-29%,-1%,2%,-1.7
NC(=O)CC(NC(=O)Cc1ccc(Br)cc1)c1ccc(N2CCC(Cc3ccccc3)CC2)c([N+](=O)[O-])c1 (stereo not drawn),0.3%,u,u,i,u,-40%,2%,u,-2.9
Cc1ccc(CCNC(=O)CCCn2nc(C)c3c(C)n(-c4ccccc4)nc3c2=O)cc1,-0.1%,7%,i,x,-15%,-16%,x,22%,x

Next section:
Molecule,Nrf2 activator,A549 tox,ATXN viability,pAkt inh,TGFb inhibitor,HepG2 viability,MmCpn inh,Nrf2 inh,CCT chaperon mod
COc1ccc(NC(=O)c2cnc(SC)nc2)cc1,0.0%,-5%,i,i,7%,4%,-4%,5%,0.1
CN(CCOc1ccccc1)C(=O)C1CCC(=O)N(CCCN2CCCC2=O)C1 (stereo not drawn),0.0%,6%,i,i,-4%,4%,3%,1%,1.2
CCCn1c(Sc2nnnn2-c2ccccc2)n[nH]c1=O,u,-5%,i,i,-5%,-4%,1%,-11%,1.3
COC(=O)C1C(=O)NCC1c1ccc(C)cc1 (stereo not drawn),0.3%,25%,i,i,19%,-7%,1%,1%,1.1
COc1ccccc1/C=C/CN1CCC(CO)(Cc2ccccc2)CC1,11%,-1%,x,i,-18%,-6%,4%,4%,-3.1
COc1cc(OC)c(NC(=O)Cc2c(C(=O)O)c(C)cn2C)cc1Cl,-1.2%,5%,i,x,-13%,-20%,x,x,x
COc1cccc(Nc2ccc(C(=O)O)cc2N)c1,0.2%,1%,i,i,7%,16%,-18%,u,1.5
CCOc1ccc(NS(=O)(=O)c2ccc3[nH]cc(C(=O)NCCOC)c(=O)c3c2)cc1,-0.9%&0.0%,-4%&-3%,u,i,-5%&0%,-5%&-3%,-4%,-4%&9%,0.5
CCc1cccc(NC(=O)Cn2c(=O)ccc3cc(S(=O)(=O)N4CCC(C)CC4)ccc32)c1,-0.4%,0%,i,x,-2%,-30%,x,x,x
O=C(O/N=C1\CCCc2ccccc21)c1ccc(F)cc1,0.5%,6%,i,i,0%,-10%,-1%,-24%,0.3
O=C(CSc1nc2[nH]ncc2c(=O)n1-c1ccccc1Br)NCc1ccco1,-0.3%,-3%,i,i,-3%,-12%,0%,-2%,-2.7
CC1(C(=O)O)CCN1C(=O)c1ccccc1F (stereo not drawn),-0.5%[9.22 µM],x,i,i,4%,2%,x,x,1.8
Cc1cc2nc(-c3ccc(F)cc3)c(Cc3cccc(Cl)c3)n2c(C)c1Br,8.1%,x,i,i,x,x,x,x,0.5
CC(=O)Nc1cccc(C(=O)OCC(=O)Nc2ccc(Cl)cn2)c1,0.0%,-7%,i,i,5%,0%,0%,2%,-0.1
CC1=C(C(N)=O)C(c2cccc(C)c2)n2nc(-c3cccc(C)c3)nc2N1 (stereo not drawn),0.9%,-1%,i,x,-25%,-9%,x,-22%,x
Cn1c(=O)c2ccccc2n(CC(=O)NC2CCCCC2)c1=O,-1.4%,10%,i,i,-12%,-24%,0%,10%,-6.8
Cc1ccc(CCNC(=O)C(C)n2nc(C)c3c(C)n(-c4ccc(C)cc4)nc3c2=O)cc1 (stereo not drawn),5.1%,-13%,u,x,u,-41%,x,u,x
CC(=O)Nc1ccc(CN(C)c2c(C)nc3ccc(C(=O)NCCCn4ccnc4)cn23)cc1,-0.8%[9.22 µM],x,i,i,16%,5%,x,x,-1.5
Clc1ccccc1C(c1nnnn1Cc1ccco1)N1CCN(Cc2ccco2)CC1 (stereo not drawn),-0.2%,2%,i,i,-3%,13%,1%,3%,1.3
Cc1cc2c(=O)oc(-c3ccccc3Br)nc2s1,2.1%,-16%,u,i,-12%,9%,-14%,-1%,-0.9
O=[N+]([O-])c1cc(C(F)(F)F)ccc1NC1CCN(Cc2ccccc2)C1 (stereo not drawn),4.9%,-4%,i,i,-14%,-17%,2%,0%,1.4
O=C1CC(c2nc3ccccc3[nH]2)CN1Cc1ccccc1 (stereo not drawn),0.4%,4%,i,i,-1%,1%,-1%,8%,0.5
CCn1c(SCC(=O)c2ccc(O)c(O)c2)nnc1-c1ccc(C)cc1,3.3%,u,i,i,u,-22%,1%,-21%,1.4
N#Cc1c(/N=C/c2ccc(Br)s2)sc2c1CCC2,3.4%,-22%,i,i,-1%,-14%,0%,u,-0.6
CCOC(=O)C1CCN(C(=O)CN(c2ccc3c(c2)OCCO3)S(C)(=O)=O)CC1,-0.5%,2%,i,i,-8%,3%,2%,3%,1.3
O=C(COC(=O)c1ccc(Cl)c(S(=O)(=O)N2CCOCC2)c1)NCc1ccco1,-0.3%,1%,i,i,4%,1%,1%,23%,-2.4
